# Screens deposited in PubChem by Johns Hopkins Ion Channel Center.
# CHT inh = inhibitors of human choline transporter CHT | AID 488975 | CHT-expressing cells, membrane potential dye, choline response; hits give low values | B-score at 10 µM | Q9GZV3 | 310,000 compounds, 0.86% hits;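 active = B-score over 3 SD under the library average, and starting fluorescence ratio not unusually high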;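 also: choline stimulus applied at its EC90 after an EC20 pre-addition; B-score computed on integrated fluorescence ratio after choline addition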
# Target sequence (Q9GZV3 whole entry, looked up): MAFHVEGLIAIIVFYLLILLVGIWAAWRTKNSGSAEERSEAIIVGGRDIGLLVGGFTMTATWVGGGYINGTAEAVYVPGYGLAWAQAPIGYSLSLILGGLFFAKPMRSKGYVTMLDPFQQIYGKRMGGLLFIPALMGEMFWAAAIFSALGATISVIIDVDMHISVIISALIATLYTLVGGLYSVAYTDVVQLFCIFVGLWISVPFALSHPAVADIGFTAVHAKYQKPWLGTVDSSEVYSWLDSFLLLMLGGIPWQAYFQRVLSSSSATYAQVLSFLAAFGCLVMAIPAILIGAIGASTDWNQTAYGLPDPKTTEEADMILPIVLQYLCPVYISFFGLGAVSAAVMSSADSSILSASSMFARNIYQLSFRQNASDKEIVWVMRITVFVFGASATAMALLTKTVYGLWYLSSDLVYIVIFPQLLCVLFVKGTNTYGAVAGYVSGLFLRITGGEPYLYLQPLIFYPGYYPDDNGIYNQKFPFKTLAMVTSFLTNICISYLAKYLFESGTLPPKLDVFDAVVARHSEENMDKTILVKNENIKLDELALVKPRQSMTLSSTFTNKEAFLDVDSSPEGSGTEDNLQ
# CHT PAM = human CHT allosteric activation; Q9GZV3; CHT-expressing cells, membrane potential dye, choline EC20; hits give high values; LV-AA mutant CHT in HEK293 cells; B-score at 10 µM; 310,000 compounds, 0.49% hits;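 active = initial fluorescence not abnormally high and integrated response B-score, plate-corrected, over 3 SD above library mean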
# * marks the source's active call; other numbers are inactive results; i = inactive.
SMILES,CHT inh,CHT PAM
O=C(c1cccc(F)c1)N1CCN(C(=O)C(c2ccccc2)c2ccccc2)CC1,i,i
Cc1cc(C)c(NC(=O)CCN2CCN(Cc3ccccc3)CC2)c(C)c1,i,i
CCc1nnc(NS(=O)(=O)c2ccc(NC(=O)c3cc(Cl)ccc3[N+](=O)[O-])cc2)s1,i,i
CCS(=O)(=O)N1CCN(Cc2ccc([N+](=O)[O-])cc2)CC1,i,i
O=C(O)c1ccc(N=NN2CCOCC2)cc1,i,i
CC(=O)Nc1cccc(NC(=O)c2ccc3c(c2)CCN3S(C)(=O)=O)c1,i,i
Cc1[nH]c(-c2ccc(F)cc2)cc1C(=O)N1CCN(c2ccccc2F)CC1,i,i
CC(C(=O)NCc1ccccc1)N1C(=O)c2ccccc2C1=O (centres undefined),i,i
COc1cc([N+](=O)[O-])ccc1NC(=O)CN1CCOCC1,i,i
CC(=O)Nc1ccc(NC(=O)C(=O)NCC(c2ccco2)N2CCc3ccccc32)cc1 (centres undefined),i,i
Nc1c(S(=O)(=O)c2cccc(Cl)c2)c2nc3ccccc3nc2n1CCN1CCOCC1,i,i
Cc1cc(C(C)(C)C)oc1C(=O)N(CC(=O)NC1CCCC1)Cc1ccc(Cl)cc1,i,i
CCC(C)(C(=O)NC1CCCCC1)N(C(=O)CC1NC(=O)NC1=O)c1c(C)n(C)n(-c2ccccc2)c1=O (centres undefined),i,i
COC(=O)c1cc(C#N)c(Oc2cccc(C)c2C)nc1C,i,i
O=S(=O)(NC1CCN(Cc2ccccc2)CC1)c1ccc2ccccc2c1,-5.68*,i
COC(=O)C1=C(C(=O)OC)[C@@H]2N(Cc3ccccc3)c3ccccc3[C@@]23C[C@@H](C(=O)OC)N=C3N1,i,i
C#CCOCCOCCOCCNc1nc(N2CCN(C(=O)[C@H](CCCCN)n3cc(C(N)CC(C)C)nn3)CC2)nc(N2CCN(C(=O)[C@H](CCC(=O)O)n3cc(C(N)[C@H](C)CC)nn3)CC2)n1 (some centres undefined),i,i
Cn1c(NCC(O)CO)nc2c1c(=O)n(Cc1ccc(Cl)c(Cl)c1)c(=O)n2C (centres undefined),i,i
O=C1c2ccccc2C(=O)c2c1cccc2N(CCO)CCO,i,i
CCC(C)Oc1cccc(C(=O)Nc2ccccc2N2CCOCC2)c1 (centres undefined),i,i
O=C(NC1CCCN(C2Cc3ccccc3C2)C1)c1ccc(F)cc1Cl (centres undefined),i,i
COC(=O)c1cccc(C(=O)N2CCCC(C(=O)c3cc(F)ccc3F)C2)c1 (centres undefined),i,i
Cc1ccc2c(nc3s/c(=C\c4ccc(-c5ccccc5C(=O)O)o4)c(=O)n32)c1C,i,i
CCCC(=O)NC(Nc1ccc(S(=O)(=O)Nc2cc(C)on2)cc1)(C(F)(F)F)C(F)(F)F,i,i

# Complete entries as entered above. Order of screens: CHT inh	CHT PAM
# Profile of COC(=O)C1=C(C(=O)OC)[C@@H]2N(Cc3ccccc3)c3ccccc3[C@@]23C[C@@H](C(=O)OC)N=C3N1 → i	i
# Profile of O=C1c2ccccc2C(=O)c2c1cccc2N(CCO)CCO → i	i

# Carrying on:
SMILES,CHT inh,CHT PAM
Cc1ccc(-c2noc(CN(C)C(=O)c3ccoc3C)n2)cc1,i,i
COc1ccc(Nc2nc(C(=O)N3CCc4cc(OC)c(OC)cc4C3)cs2)cc1,i,i
Cc1ccc(/C=C2\SC(=S)N(CCCC(=O)Nc3ccccc3C(=O)O)C2=O)cc1,i,i
COc1ccc(NC(=O)CS(=O)CC(=O)Nc2cccnc2)cc1 (centres undefined),i,i
COC(=O)c1cc(-c2ccccc2)n[nH]1,i,i
CCn1c(SCC(=O)N2CCCCC2)nc(O)cc1=O,i,i
CCOC(=O)N1CCC(N2CCCC(CO)(Cc3cccc(OC)c3)C2)CC1 (centres undefined),i,i
Cc1onc(-c2ccccc2Cl)c1-c1nc(-c2ccncc2)no1,i,i
CSc1ccc(CN2C(=O)NC3(CCCCC3)C2=O)cc1,i,i
Cc1c(Br)c([N+](=O)[O-])nn1C(C)C(=O)N1CCCc2ccccc21 (centres undefined),i,i
CCCCCCc1c(C)c2ccc(OCC(=O)N[C@@H](Cc3ccccc3)C(=O)O)cc2oc1=O,i,i
CN(c1ccc(C(=O)Nc2cccnc2)cc1)S(=O)(=O)c1ccccc1,i,i
O=C(NCc1ccccc1)c1n[nH]nc1-c1ccccc1O,i,i
CC(C(=O)OCC(=O)c1cccc([N+](=O)[O-])c1)N1C(=O)C2C3C=CC(C3)C2C1=O (centres undefined),i,i
Cc1c(Cl)cccc1NC(=O)CN1CCN(CCN=CC2=C(O)CC(c3ccccc3)CC2=O)CC1 (centres undefined),i,i
Cc1cnc(C(=O)Oc2ccc(-c3ccccc3)cc2)cn1,i,i
CCOc1ccc(NC(=O)c2ccc(NC(=O)c3cn4c5c(c(N6CCN(C)CC6)c(F)cc5c3=O)OCC4C)cc2)cc1 (centres undefined),i,i
NC(=O)C(c1ccc(Cl)cc1)c1ncc(C(F)(F)F)cc1Cl (centres undefined),i,i
N#Cc1ccc(CSc2nnc(-c3c[nH]c4ccccc34)n2-c2ccccc2)cc1,i,i
Cc1cc(Br)ccc1NC(=O)CNC(=O)c1ccc(-n2cncn2)c([N+](=O)[O-])c1,i,i
COc1ccc(CCNC(=O)c2cc3c(=O)n4ccccc4nc3n(CCCN3CCOCC3)c2=N)cc1,i,i
Cc1cc2cc(CNC(=O)Nc3cccc(Cl)c3)ccc2n1C,i,i
COc1ccc(Cn2c(C3CC3)nc3ccc(NC(C)=O)cc3c2=O)cc1,i,i
Cc1ccc2nc(SCC(=O)Nc3cc(C)on3)c(C)cc2c1,i,i
O=C1COc2ccc(C(=O)COC(=O)CCc3ccc(S(=O)(=O)N4CCOCC4)cc3)cc2N1,i,i
COc1ccccc1C(=O)NCCC(=O)NNC(=O)c1ccccc1O,i,i
Cc1ccc(C(=O)Nc2ccc3c(c2)C(=O)NC3=O)cc1,i,i
Cc1ccc(C(C)C)cc1S(=O)(=O)NCc1ccccn1,i,i
CN(C)S(=O)(=O)c1cccc(NC(=O)CNCc2ccccn2)c1,i,i
Cc1cccc(-c2nnc(SCC3CNC(=O)O3)n2-c2ccc(Cl)cc2)c1 (centres undefined),i,i
CC(=O)Nc1ccc(SCC(=O)c2ccc(Br)s2)cc1,i,i
CN1C(=O)CSc2ccc(NC(=O)N3CCN(c4ccccn4)CC3)cc21,i,i
COc1cccc(C2=NN(C(=O)CCCC(=O)O)C(c3cccs3)C2)c1 (centres undefined),i,i
CCOC(=O)c1cc2ccc3ccccc3c2oc1=O,i,i
CC(Sc1nnc(-c2cccs2)n1-c1ccccc1)C(=O)NCc1ccco1 (centres undefined),i,i
COc1ccccc1CC(=O)N1CCN(C(=O)c2ccco2)CC1,i,i

# Ordered by molecular weight (low to high): part of the list above.
SMILES,CHT inh,CHT PAM
CCOC(=O)c1cc2ccc3ccccc3c2oc1=O,i,i
Cc1ccc(C(=O)Nc2ccc3c(c2)C(=O)NC3=O)cc1,i,i
Cc1ccc(C(C)C)cc1S(=O)(=O)NCc1ccccn1,i,i
Cc1ccc2nc(SCC(=O)Nc3cc(C)on3)c(C)cc2c1,i,i
COc1ccccc1CC(=O)N1CCN(C(=O)c2ccco2)CC1,i,i
CN(C)S(=O)(=O)c1cccc(NC(=O)CNCc2ccccn2)c1,i,i
COc1ccccc1C(=O)NCCC(=O)NNC(=O)c1ccccc1O,i,i
CC(=O)Nc1ccc(SCC(=O)c2ccc(Br)s2)cc1,i,i
COc1cccc(C2=NN(C(=O)CCCC(=O)O)C(c3cccs3)C2)c1 (centres undefined),i,i
CN1C(=O)CSc2ccc(NC(=O)N3CCN(c4ccccn4)CC3)cc21,i,i
Cc1cccc(-c2nnc(SCC3CNC(=O)O3)n2-c2ccc(Cl)cc2)c1 (centres undefined),i,i
N#Cc1ccc(CSc2nnc(-c3c[nH]c4ccccc34)n2-c2ccccc2)cc1,i,i
CC(Sc1nnc(-c2cccs2)n1-c1ccccc1)C(=O)NCc1ccco1 (centres undefined),i,i
Cc1cc(Br)ccc1NC(=O)CNC(=O)c1ccc(-n2cncn2)c([N+](=O)[O-])c1,i,i
O=C1COc2ccc(C(=O)COC(=O)CCc3ccc(S(=O)(=O)N4CCOCC4)cc3)cc2N1,i,i
COc1ccc(CCNC(=O)c2cc3c(=O)n4ccccc4nc3n(CCCN3CCOCC3)c2=N)cc1,i,i

# The results go on.
SMILES,CHT inh,CHT PAM
Cc1ccccc1C1(CCN2CCCCC2)CCOC(C)(C)C1 (centres undefined),i,i
Cc1ccc(S(=O)(=O)CCc2nnc(NC(=O)c3cnccn3)s2)cc1,i,i
NS(=O)(=O)c1ccccc1NC(=S)Nc1ccccc1S(N)(=O)=O,i,i
CC(C)(C)c1ccc(S(=O)(=O)CCc2ccccn2)cc1,i,i
Cc1nc2ccccc2n1CC(O)Cn1c(C(F)(F)F)nc2ccccc21 (centres undefined),i,i
COc1ccc(-c2cc(C(=O)N(C)Cc3ccc(OC)c(OC)c3OC)c3ccccc3n2)cc1OC,i,i
COC(=O)c1c(NC(=S)Nc2ccccc2Cl)sc(C)c1C,i,i
Cc1nc2sc(C(c3ccccc3)N3CCOCC3)c(O)n2n1 (centres undefined),i,i
O=C(Oc1ccc(/C=N/Nc2ccccc2)cc1)c1ccccc1,i,i
COc1cccc(C2c3c(-c4ccccc4)n[nH]c3C(=O)N2c2ccc(C(=O)O)cc2)c1 (centres undefined),i,i
CCOC(=O)Cc1nc2nc(C)cc(C)n2n1,i,i
CCOc1ccc(C(=S)NC2CCCCC2)cc1OC,i,i
FC(F)(F)c1ccc(CN2CCN(Cc3ccco3)CC2)cc1,i,i
CC(=O)Nc1cccc(NC(=O)c2cccc3cccnc23)c1,i,i
Cc1[nH]c2ccccc2c1CCNC(=O)c1ccc2nccnc2c1,i,i
CCOC(OCC)c1cn(Cc2ccc(C(=O)c3ccccc3)cc2)nn1,i,i
Cc1ccc(S(=O)(=O)N2CCN(C(=O)CCc3nc4ccccc4c(=O)[nH]3)CC2)c(C)c1,i,i
CC1(C)Cc2ccccc2C(N/N=C/c2ccc([N+](=O)[O-])cc2)=N1,i,i
COc1cccc(N/C(N)=N/c2nc(C(F)(F)F)cc(=O)[nH]2)c1,i,i
COc1cc2c(cc1NC(=S)Nc1cccc3ccccc13)oc1ccccc12,i,i
COc1ccc(NC(=O)C(=O)c2cn(CC(=O)N3CCOCC3)c3ccccc23)cc1OC,i,i
CCS(=O)(=O)N1CCN(C(=O)c2ccccc2)CC1,i,i
O=c1oc2ccccc2cc1-c1ccc(O)cc1,i,i
COc1ccccc1NC(=O)NC(=O)N(C(C)C)S(C)(=O)=O,i,i
O=C(COn1nnc2ccc(Cl)cc21)NCc1ccccc1,i,i
COc1cc(NC(=S)Nc2ccc(OC(F)F)cc2)cc(OC)c1,i,i
CSc1ccc(/C=N/NC(=O)c2cccs2)cc1,i,i
COc1ccccc1CCN=C(N)NS(=O)(=O)c1cc(F)ccc1F,i,i
COc1ccc(Cc2nnc(SCC(=O)Nc3c(C)cccc3C)[nH]c2=O)cc1,i,i
CCOc1cc(C2NC(=O)N(C)C(C)=C2[N+](=O)[O-])ccc1OC(C)=O (centres undefined),i,i
N#C/C(=C\c1c[nH]c2ccccc12)C(=O)Nc1ncc(Cc2ccc(Cl)cc2Cl)s1,i,i
Cc1ccc(C2C(/C=C3/SC(=S)NC3=O)=C(c3cccs3)Oc3ccccc32)cc1 (centres undefined),i,i
Cc1nc2nc(NC(=O)c3ccco3)[nH]n2c(=O)c1C,i,i
CCOC(=O)C1C(C)=CC(=O)CC1c1ccco1 (centres undefined),i,i
C=CCSc1nc2sc(C)c(C)c2c(=O)[nH]1,i,i
CCN1/C(=C/C(C)=O)Sc2ccc(OC)cc21,i,i
O=C1N(Cc2cccc(Cl)c2)C[C@@H]2C[C@@H](c3cccc4cccnc34)N3CCC[C@@]123,i,i
Cc1nnc(SCC(=O)Nc2ccc(Cl)cn2)n1Cc1ccccc1,i,i
CCCCOCCCNC(=O)c1cccs1,i,i
Cc1ccc(CNS(=O)(=O)c2cc(F)ccc2CN2C(=O)c3cccnc3C2=O)o1,i,i
CC(NC(=O)c1cc([N+](=O)[O-])cc([N+](=O)[O-])c1)c1ccc(-n2ccnc2)cc1 (centres undefined),i,i
Cc1ccc(C2=N/C(=C\c3cccc(F)c3)C(=O)O2)cc1,i,i
COc1ccc(CNC(=O)Cn2cc(C(F)(F)F)ccc2=O)cc1OC,i,i
CC1=C(C(N)=O)C(c2ccc(Cl)cc2Cl)n2ncnc2N1 (centres undefined),i,i
C/C(CC(=O)Nc1ccc(N(C)C)cc1)=N\NC(=O)c1ccc(C(C)(C)C)cc1,i,i
O=C(NCCCn1ccnc1)c1cc(-c2cccs2)on1,i,i
CSc1nc(-c2ccc(N(C)C)cc2)c(C#N)c(=O)n1C,i,i
COc1ccc(N2CCN(C(=O)C3CCN(S(=O)(=O)c4cccs4)CC3)CC2)cc1,i,i
CCOc1ccc(/C=C2\CCc3ccccc3C2=O)cc1,i,i
Cc1ccc(CN2C(=O)C3CCCN3c3ncccc32)cc1 (centres undefined),i,i
CCOc1ccc2ncc(S(=O)(=O)c3ccccc3)c(N3CCN(c4ccccc4)CC3)c2c1,i,i
CCCCSCCCNC(=O)Nc1ccc(CC)cc1,i,i
CCOC(=O)CN(C(=O)COc1nc(C)cc(C)c1C#N)c1ccc(Cl)cc1,i,i
N#Cc1nc(-c2ccccc2)oc1N1CCC(C(N)=O)CC1,i,i
C=CCN(c1ccc(C(=O)N2CCN(c3ccc(F)cc3)CC2)cc1)S(C)(=O)=O,i,i
CC(OC(=O)c1nsc(Cl)c1Cl)C(=O)NC(C)(C)C (centres undefined),i,i
Cc1nccc(-c2sc(-c3cccs3)nc2C)n1,i,i
O=C(CCn1c(=S)[nH]c2cc3c(cc2c1=O)OCO3)NCc1ccccc1Cl,i,i
CC(C)(C)c1ccc(C(=O)OCC(=O)Nc2sc3c(c2C#N)CCC3)cc1,i,i
COC(=O)c1c(C)c(C)nc(N)c1C#N,i,i
CCOc1ccc(NC(=O)c2cccnc2Cl)c([N+](=O)[O-])c1,i,i
Cn1c(=O)[nH]c(=O)c2c1nc(SCC(=O)Nc1ccccc1)n2Cc1ccccc1,i,i
CCN(CC(=O)Nc1ccc(NC(C)=O)cc1)C(=O)COc1ccc2ccccc2c1,i,i
